Source: PubChem BioAssay
TRPM1 prom inh = inhibitors of MITF-dependent TRPM1 promoter reporter, primary screen, cell-based, SK-MEL-5, single point, luciferase. SK-MEL-5 TRPM1 promoter luciferase, 24 h. inhibition, % at 12.5 µM. 330,000 compounds, 0.83% hits;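 active = mean inhibition across replicates of 60% or more, whatever share of single replicates reaches that level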; note: values of inactives mirror those of a sister screen read the other way
iPSC survival up = enhancers of single-cell hiPSC survival, primary screen, ATPlite luminescence; 100% = ROCK inhibitor wells, 0% = DMSO; survival enhancement, % at 20 µM; 360,000 compounds, 0.044% hits; in the data active = survival enhancement above about 18%;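 note: cells exposed to compounds for 16 hours before the ATP read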
NR2E3 ag-1 = NR2E3 agonists in two-hybrid cells, primary screen, cell-based, luminescence, CHO-S, Gal4-NCOR/VP16-NR2E3 | luciferase | inhibition of corepressor binding, % at 3.98 µM | 360,000 compounds, 0.35% hits | AID 602229, 2012;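 active = inhibition above the mean of all tested compounds plus 3 SD, cut at about 70% in these data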;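 note: 0% = DMSO with NR2E3 transfected cells and 100% = cells lacking NR2E3 construct; higher means lower luciferase signal from less NR2E3 corepressor binding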
Target sequence (Q9Y5X4 whole entry, looked up, the tested form may be a part): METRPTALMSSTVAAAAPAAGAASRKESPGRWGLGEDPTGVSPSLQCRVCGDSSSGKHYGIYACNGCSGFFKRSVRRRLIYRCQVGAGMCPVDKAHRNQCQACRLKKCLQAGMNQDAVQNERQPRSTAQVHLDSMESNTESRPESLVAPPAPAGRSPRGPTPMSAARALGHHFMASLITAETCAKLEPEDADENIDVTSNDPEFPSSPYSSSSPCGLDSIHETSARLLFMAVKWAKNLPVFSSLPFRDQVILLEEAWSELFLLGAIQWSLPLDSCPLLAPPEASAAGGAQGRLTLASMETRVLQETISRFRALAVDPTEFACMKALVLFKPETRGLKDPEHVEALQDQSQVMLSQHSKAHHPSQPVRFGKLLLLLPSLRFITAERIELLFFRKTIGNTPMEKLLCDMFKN
NR2E3 ag-2 = inhibitors of NR2E3-RetCOR corepressor binding, primary screen, NR2E3 agonist project, biochemical, TR-FRET, GST-NR2E3, biotin-RetCOR. Photoreceptor-specific nuclear receptor (Homo sapiens), Q9Y5X4. 1536-well. inhibition of corepressor binding, % at 4.78 µM. 320,000 compounds, 0.12% hits. AID 2300, 2010;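 active = percent inhibition above the cutoff of mean plus 3 SD of all tested compounds, set per screening campaign, cut at about 20% in these data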;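 note: 0% = DMSO wells and 100% = biotin wells as full block of FRET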
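Format: 1536-well format; test system: GST-NR2E3 and biotin-RetCOR proteins; read-out basis: percent inhibition of TR-FRET ratio; timing: 5 h incubation at 4 °C; detection: time-resolved FRET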
CaV13 ICDI inh = Disruptors of the CACNA1D IQ motif to Ca2+-dependent inactivation inhibitor domain association, primary screening, Förster resonance energy transfer in intact living …; HEK cells, CFP/YFP FRET ICDI-IQ, plate reader, 10 min; percent FRET-ratio fall versus neutral wells; inhibition, % at 12.3 µM; 340,000 compounds, 0.098% hits; AID 743397;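 active = mean replicate inhibition of at least 30% and at least 1% of replicates passing that level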;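 note: 0% = median of the neutral control wells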
HIF-2a block = HIF-2a reporter inhibitors, primary screen, luminescence, 786-0 RCC cells. AID 624352, 2012. 360,000 compounds, 0.72% hits. inhibition, % at 18.8 µM. 786-0 RCC cells HIF-2a reporter, luciferase luminescence, overnight;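 active = inhibition of the luminescence signal of 40% or more relative to plate controls, in a single-dose primary screen at 18.75 µM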
PDI inh = inhibitors of human PDI, primary screen, biochemical, turbidity, single point, plate reader | Protein disulfide-isomerase (Homo sapiens), P07237 | PDI insulin aggregation turbidity, A650, 90 min | inhibition, % at 10 µM | 350,000 compounds, 0.052% hits | AID 588391, 2011;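 active = mean inhibition across replicates of 30% or more, whatever share of single replicates reach that level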;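 note: absorbance from insulin aggregation driven by PDI reduction with DTT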
Target sequence (P07237 whole entry, looked up): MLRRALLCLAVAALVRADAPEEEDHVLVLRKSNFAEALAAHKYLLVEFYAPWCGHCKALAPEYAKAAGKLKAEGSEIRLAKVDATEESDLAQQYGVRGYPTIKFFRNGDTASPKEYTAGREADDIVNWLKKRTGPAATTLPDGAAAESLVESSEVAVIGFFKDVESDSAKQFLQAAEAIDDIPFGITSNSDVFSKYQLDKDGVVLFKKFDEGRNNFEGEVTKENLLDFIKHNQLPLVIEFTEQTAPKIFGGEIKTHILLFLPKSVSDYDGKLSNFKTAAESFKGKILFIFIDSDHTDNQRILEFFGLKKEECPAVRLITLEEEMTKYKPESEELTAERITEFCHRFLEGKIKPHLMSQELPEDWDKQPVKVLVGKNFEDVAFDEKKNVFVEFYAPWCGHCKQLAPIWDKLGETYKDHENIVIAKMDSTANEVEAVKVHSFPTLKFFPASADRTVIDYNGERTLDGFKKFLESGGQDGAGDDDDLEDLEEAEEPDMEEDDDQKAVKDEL
aDG glyco act = activators of alpha-DG glycosylation, primary screen, uHTS, Pro5-aDG cells, AlphaScreen; 360,000 compounds, 0.22% hits; AID 624168, 2012; activation, % at 10 µM; alpha-DG glycosylation AlphaScreen (IIH6); 0% Pro5, 100% B10-LARGE cell signal;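 active = activation of at least 8% versus controls, or a plate z-score of at least 8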;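 note: Pro5 are CHO cells carrying HIG-tagged alpha-DG that lacks glycosylation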
Peg3 prom inh = Peg3 promoter-driven luciferase inhibitors, primary screen, cell-based, HeLa, luciferase luminescence. HeLa PEG-Prom luciferase reporter, overnight. inhibition, % at 20 µM. 360,000 compounds, 1.7% hits. AID 588405, 2011;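 active = inhibition of at least 50% at 20 µM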
Granule exo inh = LAMP-1 surface exposure blockers, TALL-104 cells – cell-based, flow cytometry, MLPCN library, primary screen | 360,000 compounds, 0.66% hits | AID 651702, 2012 | TALL-104 LAMP-1 surface exposure; cells stimulated with thapsigargin and PMA | inhibition, % at 10 µM;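 active = inhibition above about 55%, limit read from the data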
Vif inh = HIV Vif self-association inhibitors, primary screen, imaging, HEK293T, single point; AID 602346, 2012; HEK293T cells, Vif self-association by quenched fluorescence, 24 h; inhibition, % at 7.49 µM; 340,000 compounds, 0.35% hits; in the data active = inhibition above about 50%, passing the limit was not always enough; note: some results filed as inactive read as strong as hits
* hit, by the source's call; nt = no result given. Rows were taken by chance (roughly 3.5% active in at least one column).

The first two compounds (preview)
SMILES	TRPM1 prom inh	iPSC survival up	NR2E3 ag-1	NR2E3 ag-2	CaV13 ICDI inh	HIF-2a block	PDI inh	aDG glyco act	Peg3 prom inh	Granule exo inh	Vif inh
Cc1ccccc1C(=O)N1CCN(c2ccc(NC(=O)c3cccs3)cc2)CC1	2	-0.2	6	0	-6	12	-5	0.1	3	8	-3
Cn1c(=O)c2c(nc(CN3CCC(C(N)=O)CC3)n2CCCc2ccccc2)n(C)c1=O	-2	5.0	-2	-2	-5	3	3	-0.2	17	10	-3

Main list, repeating the preview:
SMILES	TRPM1 prom inh	iPSC survival up	NR2E3 ag-1	NR2E3 ag-2	CaV13 ICDI inh	HIF-2a block	PDI inh	aDG glyco act	Peg3 prom inh	Granule exo inh	Vif inh
Cc1ccccc1C(=O)N1CCN(c2ccc(NC(=O)c3cccs3)cc2)CC1	2	-0.2	6	0	-6	12	-5	0.1	3	8	-3
Cn1c(=O)c2c(nc(CN3CCC(C(N)=O)CC3)n2CCCc2ccccc2)n(C)c1=O	-2	5.0	-2	-2	-5	3	3	-0.2	17	10	-3
C[C@H]1CN=C(N(C)C)N1CCCCc1ccccc1	-13	4.4	17	2	-11	12	3	0.1	0	-17	-1
CC(C)[C@H](NC(=O)c1nn(Cc2ccccc2)c(=O)c2ccccc12)C(=O)O	2	0.2	0	3	-3	8	0	-0.1	16	-2	-61
O=C1NN(c2ccccc2)C(=O)/C1=C\c1ccccc1	9	-0.5	-40	nt	-5	14	8	0.0	20	-9	-7
CC1Cc2ccccc2N1C(=O)CN1CCC(C(N)=O)CC1 (stereo not given)	3	0.1	-26	3	-8	11	1	-0.1	-12	-2	0
Cn1c(N)c(C(=O)COC(=O)COc2ccc(Br)cc2)c(=O)n(C)c1=O	8	-0.7	-34	0	-3	0	-9	-0.1	15	1	-1
Cc1ccc(C(=O)/C=C/C(=O)c2ccc(C)cc2)cc1	50	-0.3	-80	1	nt	-34	-3	0.0	112*	19	-1
Cc1c(C)c2ccc(OCC(=O)NC(Cc3c[nH]c4ccc(O)cc34)C(=O)O)c(C)c2oc1=O (stereo not given)	nt	-0.8	2	-2	nt	-1	nt	0.1	4	7	0
O=C(Cn1cc(C(F)(F)F)cc(Cl)c1=O)NCc1ccc(Cl)cc1Cl	-9	-0.7	-27	3	-5	-3	-25	0.0	-4	-12	-6
C[C@H](OC(=O)NCc1ccc(C(F)(F)F)cc1)[C@@H]1O[C@@]2(C)CCC[C@@H]1O2	-4	-0.2	-1	1	-11	-8	14	0.0	-8	8	-7
c1cnc(Sc2ccc3nnnn3n2)nc1	6	1.0	-3	3	-21	15	-5	0.6	0	-2	4
Brc1ccc(NCc2nnc3n2CCCCC3)cc1	1	1.8	5	0	-7	-53	-7	-0.1	-7	-1	4
COc1cccc(NC(=O)N2CCCC2C(=O)NCC(C)C)c1 (stereo not given)	1	-0.7	10	0	-4	2	2	-0.1	4	-1	nt
CCSc1nnc(NC(=O)CSc2nc3c(cc2C#N)CCCC3)s1	-75	-1.7	-100	-1	-6	-238	-6	-0.3	-182	-4	10
CC(C)CCNC(=O)C(c1ccco1)N(CC1CCCO1)C(=O)Cn1nnc2ccccc21 (stereo not given)	-6	3.0	-25	4	nt	7	-2	-0.1	10	9	17
Cc1cc(N2CCN(c3ccccc3)CC2)nc(-c2ccccc2)n1	-10	-2.0	-40	2	-5	-22	8	0.4	3	-1	-15
O=C(Cn1c(=O)oc2ccccc21)Nc1cccc(Cl)c1	-9	-0.5	10	3	-5	20	-3	0.2	3	-14	-5
CSc1nsc(SCC(=O)Nc2ccc(OC(C)=O)cc2)n1	-86	2.8	-33	-1	-8	-290	-6	0.0	-277	0	4
Cc1cc(C)cc(-n2ncc3c2CCCC3NC(=O)c2ccccc2N2CCOCC2)c1 (stereo not given)	-2	-0.3	-24	0	-5	4	12	0.2	18	-1	-2
CC(=O)COc1cc2c(-c3cc4ccccc4o3)cc(=O)oc2cc1C	-8	0.8	10	-7	-12	4	-2	-0.4	56*	11	-1
COc1c(F)cccc1C1=CC(=O)C[C@H](c2ccc(F)cc2)C1	nt	-2.7	-12	nt	-9	-35	1	0.1	14	-5	4
COCCn1c(SCC(=O)Nc2ccc(S(=O)(=O)N(C)C)cc2)nc2ccccc21	8	14	-3	2	-6	21	2	-0.6	28	5	nt
NC(=O)c1csc(-c2ccncc2)n1	-4	0.7	-41	1	-3	-2	2	2.1	5	-3	-8
CC1CCCCN1C(=O)c1cnn2c(C(F)(F)F)cc(-c3ccco3)nc12 (stereo not given)	-3	1.8	-12	-4	-1	7	11	0.1	9	-1	22

Sorted by SMILES length (highest first): 10 of the compounds above
SMILES	TRPM1 prom inh	iPSC survival up	NR2E3 ag-1	NR2E3 ag-2	CaV13 ICDI inh	HIF-2a block	PDI inh	aDG glyco act	Peg3 prom inh	Granule exo inh	Vif inh
Cc1c(C)c2ccc(OCC(=O)NC(Cc3c[nH]c4ccc(O)cc34)C(=O)O)c(C)c2oc1=O (stereo not given)	nt	-0.8	2	-2	nt	-1	nt	0.1	4	7	0
CC(C)CCNC(=O)C(c1ccco1)N(CC1CCCO1)C(=O)Cn1nnc2ccccc21 (stereo not given)	-6	3.0	-25	4	nt	7	-2	-0.1	10	9	17
Cc1cc(C)cc(-n2ncc3c2CCCC3NC(=O)c2ccccc2N2CCOCC2)c1 (stereo not given)	-2	-0.3	-24	0	-5	4	12	0.2	18	-1	-2
Cn1c(N)c(C(=O)COC(=O)COc2ccc(Br)cc2)c(=O)n(C)c1=O	8	-0.7	-34	0	-3	0	-9	-0.1	15	1	-1
CC1CCCCN1C(=O)c1cnn2c(C(F)(F)F)cc(-c3ccco3)nc12 (stereo not given)	-3	1.8	-12	-4	-1	7	11	0.1	9	-1	22
CC(=O)COc1cc2c(-c3cc4ccccc4o3)cc(=O)oc2cc1C	-8	0.8	10	-7	-12	4	-2	-0.4	56*	11	-1
COc1cccc(NC(=O)N2CCCC2C(=O)NCC(C)C)c1 (stereo not given)	1	-0.7	10	0	-4	2	2	-0.1	4	-1	nt
O=C(Cn1c(=O)oc2ccccc21)Nc1cccc(Cl)c1	-9	-0.5	10	3	-5	20	-3	0.2	3	-14	-5
O=C1NN(c2ccccc2)C(=O)/C1=C\c1ccccc1	9	-0.5	-40	nt	-5	14	8	0.0	20	-9	-7
Brc1ccc(NCc2nnc3n2CCCCC3)cc1	1	1.8	5	0	-7	-53	-7	-0.1	-7	-1	4

Later entries:
SMILES	TRPM1 prom inh	iPSC survival up	NR2E3 ag-1	NR2E3 ag-2	CaV13 ICDI inh	HIF-2a block	PDI inh	aDG glyco act	Peg3 prom inh	Granule exo inh	Vif inh
CCC(c1nnnn1Cc1ccccc1)N1CCN(c2ccccc2)CC1 (stereo not given)	3	0.4	4	0	-6	16	2	-0.1	9	0	4
CC1CN(C(=O)c2cccn(Cc3c(Cl)cccc3Cl)c2=O)CC(C)O1 (stereo not given)	5	-0.4	2	-3	-4	9	4	0.3	0	2	0
O=C(O)C(C(O)c1ccc([N+](=O)[O-])cc1)[n+]1ccccc1 (stereo not given)	3	-1.3	-48	2	-12	3	-10	-0.1	-6	-6	-5
CCOc1ccc(/C=C/C(=O)c2c(O)c3ccccc3oc2=O)cc1	13	-1.3	-25	2	-7	-13	3	0.2	-50	-6	0
C=CCn1c(SC)nccc1=O	-15	-0.5	1	nt	-9	-4	0	0.0	5	-6	7
CC(=O)N(C1=C(Cl)C(=O)c2ccccc2C1=O)C1CCCCC1	86*	-0.2	-17	-4	16	82*	-4	-0.2	105*	90*	3
Nc1ccc(Nc2ccccc2)cc1	1	-4.4	-2	-5	-8	5	4	-0.9	-3	4	1
Cc1nc(NC(=O)/C=C/c2ccccc2)sc1C(=O)N(C)C	-35	4.0	-16	2	-5	-73	16	0.1	-150	0	2
CC(=O)c1cccc(S(=O)(=O)NC2CC2)c1	11	1.9	-14	3	-5	16	13	0.2	9	-3	-1
O=C(COc1ccc(Cl)cc1Br)N1CCN(c2ncccn2)CC1	-2	1.8	5	nt	-7	-28	1	-0.2	-16	-8	-5
O=C1CCC(C(=O)N2CCSCC2)CN1Cc1cccc(C(F)(F)F)c1 (stereo not given)	-5	-0.3	0	1	-5	-35	-2	0.1	-7	0	nt
CC(C)CC(CC(C)C)=NNC(=O)c1ccc(CSc2nncn2C)cc1	12	2.3	-18	-1	-10	15	1	-0.1	8	-1	7
CCN1CCN(c2cc(C)c3cc(NC(=S)N4CC(C)CC(C)C4)ccc3n2)CC1 (stereo not given)	-10	-0.9	6	nt	-3	6	0	0.4	15	32	nt
COc1ccc(CN(CCC(C)C)S(=O)(=O)c2ccccc2Br)cc1	-6	3.2	-21	nt	-3	8	17	1.2	26	10	nt
CCCn1nc(NS(=O)(=O)c2ccccc2[N+](=O)[O-])c2cc3ccccc3nc21	20	-0.3	4	-4	-7	9	-2	0.0	14	1	2
COc1ccc(N2CCN(C(=O)CCCn3c(=O)c4cccn4c4cccnc43)CC2)cc1	8	-0.6	-15	0	-3	7	-5	-0.3	9	-2	3
CCOC(=O)C1=C(NC(=S)NC(=O)c2ccccc2)c2ccccc2CC1(C)CC (stereo not given)	-1	-1.5	17	-3	-4	4	12	0.0	42	1	-3
COc1ccc(S(=O)(=O)N2CCOC23CCN(C(=O)c2c(F)cccc2Cl)CC3)cc1	-4	1.8	-1	1	-15	3	6	-0.2	10	0	-2
COc1ccc(C(=O)N2CCC(C(=O)N3CCN(c4ccc(OC)cc4)CC3)CC2)cc1	1	0.0	-6	2	-7	1	0	0.0	10	0	-3
Fc1ccccc1C1c2cccn2CCN1C(=S)Nc1ccc(Br)cc1 (stereo not given)	9	-0.3	-22	-2	-4	-137	-5	0.0	14	2	-6
Cc1ccc(CNC(=O)CS(=O)Cc2nc(-c3ccccc3F)oc2C)cc1 (stereo not given)	10	-0.3	-14	1	-2	2	6	-0.2	4	13	-1
COc1ccc2cc3cc(C(=O)NCc4ccccn4)oc3nc2c1	-7	0.4	-24	-1	nt	3	-2	0.6	-28	0	-10
CCc1nnc(NC(=O)c2ccc(S(=O)(=O)N(CCOC)CCOC)cc2)s1	nt	2.9	-15	2	-6	-51	nt	-0.1	-37	-6	0
CC(=O)Nc1ccc(NC(=O)CN(c2cccc(C(C)=O)c2)S(C)(=O)=O)cc1	13	-0.5	0	4	-4	1	-8	-0.4	5	1	1
COCCCNC(=O)CNC(=S)N(Cc1ccc(F)cc1)C1CCCCC1	6	-2.6	-10	-3	-9	-9	0	-0.1	18	2	nt
